# USP28 inh: blocks human USP28 ubiquitin-rhodamine cleavage | AID 1645857 | Q96RU2 | purified USP28, Ub-rhodamine cleavage fluorescence, 30 min | inhibition, % at 25 µM | hit rate 3% among 47,000
# UCHL1 inh: human UCHL1 deubiquitinase inhibition; P09936; purified UCHL1, Ub-rhodamine cleavage fluorescence; inhibition, % at 20 µM; hit rate 0.2% among 47,000
# USP30 block: human USP30 deubiquitinase inhibition; hit rate 5.3% among 47,000; AID 1645860; Q70CQ3; inhibition, % at 25 µM; purified USP30, Ub-rhodamine cleavage fluorescence
# USP8 inh: blocks human USP8 ubiquitin-rhodamine cleavage. purified USP8, Ub-rhodamine cleavage fluorescence, 30 min. inhibition, % at 20 µM. hit rate 4.2% among 47,000
# USP10 block: human USP10 deubiquitinase inhibition. hit rate 1.1% among 47,000. Q14694. AID 1645856. purified USP10, Ub-rhodamine fluorescence, 60 min. inhibition, % at 20 µM
# USP17 block: blocks human USP17 ubiquitin-rhodamine cleavage; hit rate 6.5% among 47,000; AID 1645855; purified USP17, Ub-rhodamine cleavage fluorescence, 3 h; inhibition, % at 50 µM; A8MUK1
# USP7 block: human USP7 deubiquitinase inhibition; purified USP7, Ub-rhodamine cleavage fluorescence; inhibition, % at 20 µM; hit rate 0.3% among 47,000
# Target sequence (Q93009 whole entry, looked up): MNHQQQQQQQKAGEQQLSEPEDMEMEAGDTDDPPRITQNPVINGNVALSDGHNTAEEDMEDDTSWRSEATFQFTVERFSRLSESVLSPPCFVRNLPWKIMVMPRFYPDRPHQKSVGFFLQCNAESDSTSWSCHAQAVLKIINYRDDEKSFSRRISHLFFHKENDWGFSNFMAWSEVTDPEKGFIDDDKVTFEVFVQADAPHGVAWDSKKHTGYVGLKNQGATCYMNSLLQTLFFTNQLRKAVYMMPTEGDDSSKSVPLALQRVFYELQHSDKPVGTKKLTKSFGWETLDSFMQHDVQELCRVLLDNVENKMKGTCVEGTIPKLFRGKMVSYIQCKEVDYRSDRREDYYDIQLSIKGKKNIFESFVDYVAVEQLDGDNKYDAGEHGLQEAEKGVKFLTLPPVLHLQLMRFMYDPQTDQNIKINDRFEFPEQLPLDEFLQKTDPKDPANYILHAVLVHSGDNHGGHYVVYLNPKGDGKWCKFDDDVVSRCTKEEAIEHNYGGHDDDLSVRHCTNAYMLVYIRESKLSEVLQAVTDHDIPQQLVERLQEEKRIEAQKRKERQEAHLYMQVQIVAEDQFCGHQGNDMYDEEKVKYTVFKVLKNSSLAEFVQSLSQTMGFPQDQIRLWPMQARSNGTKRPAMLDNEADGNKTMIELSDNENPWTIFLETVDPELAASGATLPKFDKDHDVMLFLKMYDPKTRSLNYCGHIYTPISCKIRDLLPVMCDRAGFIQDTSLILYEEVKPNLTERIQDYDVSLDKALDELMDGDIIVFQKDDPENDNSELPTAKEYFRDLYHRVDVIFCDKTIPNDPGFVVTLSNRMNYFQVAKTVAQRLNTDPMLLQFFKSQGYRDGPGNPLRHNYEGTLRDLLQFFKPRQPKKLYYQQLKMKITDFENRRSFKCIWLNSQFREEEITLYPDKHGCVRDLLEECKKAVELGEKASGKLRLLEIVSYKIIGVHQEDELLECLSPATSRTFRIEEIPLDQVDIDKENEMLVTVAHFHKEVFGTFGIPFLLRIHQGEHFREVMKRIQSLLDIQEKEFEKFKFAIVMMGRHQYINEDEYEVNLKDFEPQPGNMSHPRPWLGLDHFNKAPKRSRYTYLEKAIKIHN
# OTUD3 block: inhibitors of human OTUD3 deubiquitinase. Q5T2D3. purified OTUD3, Ub-rhodamine fluorescence, 2 h. inhibition, % at 25 µM. hit rate 0.7% among 47,000
# Active calls of the source: *; . = no result given. No stated cut-off is given here; in the data, active means inhibition above about 30%; inactive means the rest.
SMILES,USP28 inh,UCHL1 inh,USP30 block,USP8 inh,USP10 block,USP17 block,USP7 block,OTUD3 block
O=C1N(c2cccc(C(F)(F)F)c2)C2CS(=O)(=O)CC2N1c1cccc(C(F)(F)F)c1 (stereo not drawn),-8.5,-1.4,-15.6,0.0,4.0,-15.4,-0.1,-4.5
COc1ccccc1NC(=O)c1csc(-c2cn(C)c3ncccc23)n1,-31.5,-11.5,-11.9,2.0,-8.0,5.2,-17.9,-5.6
CCC(=O)Nc1ccc(-n2cnc(C(=O)N3CCN(c4ccccc4)CC3)c2)nc1,0.8,-2.8,-8.1,-13.8,-3.9,-7.1,-0.2,-2.5
O=C(COc1ccc2c(c1)CCC2)N1CCCC1c1ccc2c(c1)OCCCO2 (stereo not drawn),10.1,3.5,20.4,8.8,3.7,10.2,-6.9,9.4
Cc1cc(C2CCCN2C(=O)c2cc(-c3ccccc3)no2)on1 (stereo not drawn),.,1.9,.,-2.7,0.1,5.3,0.6,2.0
CCCCC[C@H](O)/C=C/C=C/CCCCCCCC(=O)O,22.4,0.0,13.5,-0.7,12.1,3.3,-6.5,21.1
CC(C)CN1[C@H]2CCNCC[C@@H]2Oc2ccccc2S1(=O)=O,-17.7,-4.1,-116.7,-12.7,-9.5,-7.0,-12.2,-10.4
Cc1ccc(NS(=O)(=O)c2ccc3c(c2)NC(=O)CC(C)S3)c(Br)c1 (stereo not drawn),18.2,1.9,24.8,22.5,8.4,16.1,4.6,15.9
CCn1cc(CN2CCC(C(=O)Nc3ccccc3-c3cccc(OC)c3)CC2)cn1,.,-0.2,.,-4.7,-2.5,-11.2,-10.0,-1.8
O=C(CSc1nc2[nH]ncc2c(=O)[nH]1)N1CCc2ccccc21,-3.2,-1.2,-73.2,-1.5,-0.8,-5.5,0.9,3.2
Cc1ccc(CN2CCC3(COCc4c(C)nc(N5CCOCC5)nc43)C2)cc1 (stereo not drawn),23.7,5.6,19.3,14.2,1.3,2.9,6.3,18.3
COc1cc(C(C(=O)NC2CCCC2)N(CCc2cccc(C)c2)C(=O)c2ccco2)cc(OC)c1OC (stereo not drawn),-3.8,-0.4,3.6,19.7,5.1,1.8,5.3,-1.0
Cc1[nH]c(C)c(S(=O)(=O)NC2CC2)c1-c1nc(C2CC2)no1,-6.3,-0.6,-28.8,-17.3,-2.0,-7.7,-1.0,-7.3
COc1ccc(CCNc2nc(-c3ccccc3)cc(-c3ccccc3)c2C#N)cc1OC,-1.6,1.8,25.9,2.6,7.0,36.7*,2.9,10.3
Cc1nc(-c2cc(C)[nH]n2)cc(C2CCCN(S(=O)(=O)N(C)C)C2)n1 (stereo not drawn),7.6,0.0,8.1,14.5,0.1,3.3,3.5,11.1

# For convenience, two of the compounds above.
SMILES,USP28 inh,UCHL1 inh,USP30 block,USP8 inh,USP10 block,USP17 block,USP7 block,OTUD3 block
COc1ccc(CCNc2nc(-c3ccccc3)cc(-c3ccccc3)c2C#N)cc1OC,-1.6,1.8,25.9,2.6,7.0,36.7*,2.9,10.3
Cc1nc(-c2cc(C)[nH]n2)cc(C2CCCN(S(=O)(=O)N(C)C)C2)n1 (stereo not drawn),7.6,0.0,8.1,14.5,0.1,3.3,3.5,11.1

# (more compounds)
SMILES,USP28 inh,UCHL1 inh,USP30 block,USP8 inh,USP10 block,USP17 block,USP7 block,OTUD3 block
COc1ccc(Cn2cccc(-c3nc(C4CC4)no3)c2=O)cc1F,30.8*,0.9,9.9,7.8,0.4,0.8,0.8,3.3
COc1cccc(NC(=O)N2CCN(C(=O)C(C)C)CC3(CNC(=O)C3)C2)c1 (stereo not drawn),-3.5,-2.2,-7.2,-59.6,-1.4,-18.9,1.4,-3.9
N#Cc1ccc(CN2CCCC(N3CCOCC3)C2=O)cc1 (stereo not drawn),1.5,-3.5,-2.1,0.1,-0.4,-11.4,-1.7,-5.8
O=C(NC1CCN(Cc2ccccc2)CC1)c1ccc(-c2cncnc2)nc1,-5.1,-2.0,-4.0,0.8,-3.2,-3.0,0.8,0.1
CNC(=O)[C@@]12CCCN(c3ncccn3)[C@@H]1CN(Cc1cccc(OC)c1)C2,-22.2,-2.5,-6.7,-34.5,1.0,-12.1,0.5,-1.6
Cc1sc(NC(=O)c2cnc3ccccc3n2)nc1-c1ccc(F)c(F)c1,-7.1,-2.7,-4.1,-28.9,-5.9,0.6,-1.2,-10.5
CCOC(=O)c1cnn(-c2nc3ccccc3s2)c1N=CN(C)C,68.6*,2.8,97.3*,11.1,4.1,69.9*,3.6,9.0
COc1ccc2nc(SCc3ncon3)[nH]c2c1,-7.8,-0.4,-13.9,1.4,-1.2,-13.6,1.4,-19.8
CCOc1ccc(NC(=O)CCn2c(-c3ccc(OC)cc3)cc(C(C)=O)c2C)cc1,20.4,-0.1,80.1*,18.5,4.0,70.3*,5.4,13.2
COc1cccc(CC(NC(C)=O)C(=O)NC2CCN(c3nc(OC)nc(OC)n3)CC2)c1 (stereo not drawn),-17.3,-6.6,-32.3,-12.5,-5.6,-11.4,-4.0,-9.7
COc1ccc(-n2ccn3c(CCC(=O)Nc4cccc(C)c4)nnc3c2=O)cc1,-10.5,4.3,10.8,36.2*,26.4,-5.2,1.5,5.0
CN(C)c1cccc(-c2nnc(SCC(=O)Nc3ccc(F)cc3)n2-c2ccccc2)c1,-8.5,2.6,-15.4,21.1,22.7,13.5,-11.3,6.8
COc1cccc(S(=O)(=O)N2CCn3nc(C(C)(C)C)cc3C2)c1,20.7,3.0,78.8*,22.0,0.1,12.0,0.2,16.8
CC(C)(C)c1noc(-c2ccnc(-n3cnc(C(=O)N4CCCC4)c3)c2)n1,3.9,2.4,23.0,25.1,-0.6,12.4,2.4,6.3
COc1ccc(NC(=O)c2oc(=O)c3ccccc3c2-c2ccccc2)cc1,-8.8,-2.3,3.4,-4.1,12.5,-0.1,1.8,-4.7

# Shown with each value named: 3 of the compounds above.
SMILES: CCOC(=O)c1cnn(-c2nc3ccccc3s2)c1N=CN(C)C
  USP28 inh: 68.6*	UCHL1 inh: 2.8	USP30 block: 97.3*	USP8 inh: 11.1	USP10 block: 4.1	USP17 block: 69.9*	USP7 block: 3.6	OTUD3 block: 9.0
SMILES: COc1ccc2nc(SCc3ncon3)[nH]c2c1
  USP28 inh: -7.8	UCHL1 inh: -0.4	USP30 block: -13.9	USP8 inh: 1.4	USP10 block: -1.2	USP17 block: -13.6	USP7 block: 1.4	OTUD3 block: -19.8
SMILES: CCOc1ccc(NC(=O)CCn2c(-c3ccc(OC)cc3)cc(C(C)=O)c2C)cc1
  USP28 inh: 20.4	UCHL1 inh: -0.1	USP30 block: 80.1*	USP8 inh: 18.5	USP10 block: 4.0	USP17 block: 70.3*	USP7 block: 5.4	OTUD3 block: 13.2

# Next section:
SMILES,USP28 inh,UCHL1 inh,USP30 block,USP8 inh,USP10 block,USP17 block,USP7 block,OTUD3 block
CN(C)C(=O)N1CCC2(CC1)CC(C(=O)N1CCOCC1)c1ccccc12 (stereo not drawn),-1.2,-3.5,-1.1,-33.3,0.0,-5.3,0.0,0.8
O=C(c1nc(CCS(=O)(=O)c2ccccc2)no1)N1CCOCC1,0.3,0.1,-0.5,14.4,-6.5,7.8,2.7,-2.2
Cc1nc(-c2ccc(Cl)cc2)sc1C(=O)N1CCN(C=O)CC1,-2.6,-0.2,-9.7,-31.9,-3.0,-11.7,0.6,3.2
CCOc1cccc2c1OC(C)(C)[C@H]1CC3(CCN(C(=O)c4ccc(NC(C)=O)cc4)CC3)CO[C@H]21,11.5,0.0,-2.5,12.7,-2.3,-3.6,1.9,5.9
O=C(c1cn2ccccc2n1)N1CCCC1c1cccnc1 (stereo not drawn),-12.4,-2.5,-7.8,-3.7,0.3,-19.4,-0.5,-2.9
O=C(Cn1c(=O)[nH]c2ccccc2c1=O)NCc1ccccc1Cl,6.4,6.5,17.4,55.4*,13.8,40.0*,16.0,9.2
CC(C)CCn1c(=O)c2ccccc2n2c(CCC(=O)N3CCC(Cc4ccccc4)CC3)nnc12,-8.1,-3.1,-6.4,-9.2,-4.6,3.8,-1.5,-12.1
CC(=O)c1cccc(NC(=O)c2ccc3c(c2)CCN3C(=O)C2CC2)c1,23.4,-0.4,-16.7,-11.3,-0.1,18.9,-2.6,-6.5
O=C(Cn1cnc2c(sc3ccccc32)c1=O)Nc1ccc2c(c1)OCCO2,38.1*,-10.8,-498.0,1.9,-11.1,23.3,-11.2,-126.1
Cc1ccccc1NC(=O)C1c2ccccc2C(=O)N(C2CCCC2)C1c1cccs1 (stereo not drawn),21.1,4.4,7.8,12.9,2.4,11.2,-9.0,17.7
Cc1cc(CNC(=O)c2cc3ccccc3oc2=O)nn1C,0.0,0.3,4.3,4.1,1.1,-6.5,0.2,-0.5
Cc1cc(OCC(=O)Nc2cccc(C#N)c2)nc(N2CCCCCC2)n1,-1.7,5.4,3.4,5.4,10.3,4.3,-32.8,6.1
O=c1ccc(S(=O)(=O)N2CCOCC2)cn1Cc1cccc(F)c1,-9.2,-0.3,13.3,0.2,1.2,-1.5,-0.6,0.0
CCn1c(SCC(=O)c2c(N)n(CC(C)C)c(=O)n(C)c2=O)nnc1-c1ccccc1,-8.6,2.4,-3.0,14.5,19.1,58.5*,9.0,-2.2
CN1CCC2(Cc3ccccc3CN(C(=O)Cc3ccc(O)cc3)C2)C1 (stereo not drawn),.,1.9,.,0.4,0.0,-3.5,6.6,-2.0
Cc1nn(CC(=O)c2ccc3c(c2)NC(=O)CO3)c(C)c1[N+](=O)[O-],31.6*,0.1,-6.7,-45.3,1.5,14.7,0.6,-12.0
CO[C@H]1C[C@@H]2CC[C@@H](C)[C@@](O)(O2)C(=O)C(=O)N2CCCC[C@H]2C(=O)O[C@H]([C@H](C)C[C@@H]2CC[C@@H](O)[C@H](OC)C2)CC(=O)[C@H](C)/C=C(\C)[C@@H](O)[C@@H](OC)C(=O)[C@H](C)C[C@H](C)/C=C/C=CC=C1C,1.4,6.8,-11.3,-9.8,-1.6,12.8,8.4,4.7
COC(=O)c1ccc(NC(=O)CSc2nnc(C(C)Oc3ccccc3)n2C)cc1 (stereo not drawn),1.2,-4.2,25.4,-2.4,-4.8,5.2,-1.7,-2.5
COc1ccc(CN(C)[C@@H]2CN(C(=O)c3nccn3C)C[C@H]2O)cc1,.,1.0,.,2.2,0.0,-0.3,4.2,1.5
CNc1cc(C2CCCN2S(=O)(=O)N2CCOCC2)nc(C)n1 (stereo not drawn),-5.8,-0.6,-16.4,-2.6,0.0,-0.8,-0.1,-4.5
COc1cccc(O[C@@H]2C[C@@H](NC(=O)c3cccnc3)[C@H](O)[C@H]2O)c1,15.9,-1.5,-3.8,-4.3,0.1,0.4,-0.6,-2.0
Cc1nc(SCC(=O)Nc2ccc(C)c(Cl)c2)c2oc3ccccc3c2n1,10.7,0.9,39.3*,0.9,-0.9,43.7*,2.1,11.4
CC(=O)N1c2ccc(S(=O)(=O)NCc3ccccc3)cc2CC1C (stereo not drawn),6.9,1.6,8.2,1.9,3.3,-3.8,2.8,-1.6
O=S1(=O)C[C@H](N2CCCCC2)[C@@H](S(=O)(=O)c2ccc(Cl)cc2)C1,-13.5,0.2,-35.5,-6.0,1.7,-4.5,-8.7,-7.5
O=S(=O)(Nc1cccc(-c2ccc3nncn3n2)c1)c1cccc(C(F)(F)F)c1,14.0,0.7,19.8,25.8,5.5,15.4,-1.0,10.1
CCc1ccc(CN2CC[C@H]3[C@H]2CCN3C(=O)c2cnn(C)c2)o1,-17.7,-2.7,-29.1,-9.0,-10.3,-20.1,-4.5,-10.6
Cn1c(NC(=O)c2ccco2)c(-c2ccccc2Cl)c(=O)c2ccccc21,2.3,3.4,-272.1,16.2,0.6,18.5,8.5,14.3
CCCCn1c(SCC(=O)c2c[nH]c3ccccc23)nnc1-c1ccc(OC)cc1,-30.9,-3.7,-76.2,-9.0,-3.9,-24.9,-4.9,-24.6
CCN1CCN(c2ccc(C(=O)OC)cc2NC(=O)COc2cc(C)ccc2C(C)C)CC1,-14.4,7.6,-12.3,0.6,-1.2,-4.8,4.2,-0.8
Cc1ncc(C(=O)NC2CCCC2)c(=O)n1CC(=O)Nc1ccccc1Cl,4.4,-0.5,0.2,7.1,-1.1,1.5,-6.4,8.1
CN(C(=O)Cc1cccc(F)c1)c1nc2c(s1)CCc1occc1-2,-10.5,-5.8,-64.1,-158.8,-6.6,-21.5,-29.0,-17.5
O=C1Nc2ccccc2S/C1=C/c1ccccc1,-43.5,0.0,-29.1,-9.7,-2.2,-15.4,-14.2,-30.3
COc1ccc2c(c1)c(=O)c(C(=O)c1ccc(Cl)cc1)cn2CC(=O)Nc1ccc(Cl)cc1,-26.9,-4.4,-94.4,16.1,-2.4,0.7,0.0,-20.8
CCCCOC(=O)c1ccc(Nc2cc(C)nc3ccc(Cl)cc23)cc1,17.1,7.6,17.1,2.9,0.0,6.5,9.0,10.3
c1ccc2sc(-c3cnc(N4CCC5(CC4)OCCO5)nc3)cc2c1,-4.6,0.0,2.0,6.1,4.4,0.9,3.6,-2.9
